# Bioassay records: PubChem, The Scripps Research Institute Molecular Screening Center
# ADAM17 inh – ADAM17 inhibition, QFRET primary screen. recombinant ADAM17, EDANS/DABCYL FRET peptide cleavage. inhibition, % at 6.95 µM. AID 720648. hit rate 0.83% among 370,000;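 active means inhibition above the mean of compounds lying between control limits plus 3 SD, set per campaign, cut at about 8.5% in these data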;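 further: 0% = DMSO-only wells as the low control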
# TDP2 absorb – TDP2 (human) inhibition, absorbance primary screen | recombinant TDP2, T5PNP hydrolysis, p-nitrophenol absorbance 415 nm | inhibition, % at 12.8 µM | hit rate 0.34% among 370,000;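 active means inhibition above the mean of all tested compounds plus 3 SD, set per campaign, cut at about 25% in these data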;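 further: 0% = DMSO with enzyme and 100% = buffer with substrate but no TDP2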
#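 Evaluation: % inhibition relative to enzyme-containing and enzyme-free wells. Material: recombinant human TDP2. Benchmarks: enzyme-free and DMSO wells. Timing: enzyme reaction with compound for 2 h at 37 °C. Compound dosing: 12.8 µM only. Measured by: p-Nitrophenol epi absorbance. Reagent: T5PNP substrate at 5 mM, a TopII-DNA adduct mimic. Replication: single well per compound.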
# Tn6 DDE FP – inhibitors of Tn6 peptide binding to human fibrin DD(E). P02675. Fibrin DD(E) TRITC-Tn6 fluorescence polarization displacement. inhibition, % at 8.3 µM. hit rate 0.21% among 370,000;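 active means inhibition above a per-campaign cutoff: mean of compounds within control limits plus 3 SD, cut at about 15% in these data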;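 further: 0% = median of all compound wells on the plate and 100% = blocking peptide control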
# ASAP1 GAP inh – inhibitors of human ASAP1 ArfGAP activity; Q9ULH1; ASAP1-stimulated ARF1 GTP hydrolysis, GDP FP detection; inhibition, % at 16.5 µM; hit rate 0.19% among 360,000; in the data active means inhibition above about 25%;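 further: 0% = vehicle with enzyme and substrate and 100% = no enzyme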
# SIAE inh – inhibitors of human sialic acid acetylesterase SIAE | SIAE FP-Rh probe binding, fluorescence polarization | inhibition, % at 9.66 µM | hit rate 0.69% among 370,000;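 active means inhibition above a cutoff: mean of compounds within the control limits plus 3 SD of those, cut at about 17% in these data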;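 further: 0% = plate median of compound wells and 100% = probe without SIAE protein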
# ADAM10 inh – ADAM10 inhibition, QFRET primary screen. hit rate 0.62% among 370,000. O14672. inhibition, % at 7 µM. recombinant ADAM10, EDANS/DABCYL FRET peptide cleavage, 3 h;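 active means inhibition above a per-campaign cutoff equal to the mean of compounds falling between control-based bounds plus 3 SD, cut at about 20% in these data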;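 further: 0% = DMSO wells while the 100% control is not disclosed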
# PLC-gamma1 inh – inhibitors of human phospholipase C gamma1; inhibition, % at 12.2 µM; purified PLC-gamma1, fluorogenic substrate, fluorescence; hit rate 0.84% among 370,000; P19174; AID 720700; in the data active means inhibition above about 9.5%
# DDE Tn7 FP inh – DD(E)-Tn7 binding inhibition, primary FP screen; hit rate 0.13% among 370,000; inhibition, % at 8.3 µM; AID 720508; P02675; FP displacement of FITC-Tn7 peptide from fibrin DD(E); 0% = median of compound wells per plate;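 active means inhibition above the mean of compounds falling within the control limits plus 3 SD of them, cut at about 14% in these data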;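 further: 0% = plate median of compound wells and 100% = 10 µM Aha-Tn7 peptide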
#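 Test system – human fibrin DD(E) · Times – 10 min preincubation, 3 h with tracer, room temperature · Detection – fluorescence polarization of the labelled Tn7 tracer · Measure – percent inhibition normalized to high-control wells · Benchmarks – high control wells with 10 µM unlabelled Aha-Tn7 peptide (full inhibition) · Repeats – singlicate testing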
# ARFGAP1 inh – inhibits rat ARF GTPase activating protein 1. Q62848. Arfgap1-stimulated ARF1 GTP hydrolysis, GDP FP detection. inhibition, % at 16.5 µM. hit rate 0.26% among 360,000;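 active means inhibition above a per-plate limit, mean inhibition of low control wells plus 3 SD, cut at about 25% in these data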;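 further: 0% = DMSO wells with enzyme and 100% = wells lacking Arfgap1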
#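 Replicates: Single well per compound | Assay system: Truncated rat Arfgap1 GAP domain | Control set: No-Arfgap1 wells (100%) versus DMSO full-reaction wells (0%) | Times: Enzyme reaction 120 min at 25 °C after 20 min preincubation | Reagent: Human ARF1(Δ1-17)-GTP substrate | Measured by: Tracer-displacement fluorescence polarization with EDTA stop, 620/688 nm | Measure: Percent inhibition of Arfgap1-stimulated GTP hydrolysis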
# PLC-beta3 inh – blocks human PLC-beta3 enzyme activity. inhibition, % at 12.2 µM. hit rate 0.18% among 370,000. AID 720704. Purified PLC-beta3, fluorogenic substrate, fluorescence. Q01970; in the data active means inhibition above about 11%;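 further: 0% = median of compound wells on plate and 100% = full blocker control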
# Target sequence (Q01970 whole entry, looked up): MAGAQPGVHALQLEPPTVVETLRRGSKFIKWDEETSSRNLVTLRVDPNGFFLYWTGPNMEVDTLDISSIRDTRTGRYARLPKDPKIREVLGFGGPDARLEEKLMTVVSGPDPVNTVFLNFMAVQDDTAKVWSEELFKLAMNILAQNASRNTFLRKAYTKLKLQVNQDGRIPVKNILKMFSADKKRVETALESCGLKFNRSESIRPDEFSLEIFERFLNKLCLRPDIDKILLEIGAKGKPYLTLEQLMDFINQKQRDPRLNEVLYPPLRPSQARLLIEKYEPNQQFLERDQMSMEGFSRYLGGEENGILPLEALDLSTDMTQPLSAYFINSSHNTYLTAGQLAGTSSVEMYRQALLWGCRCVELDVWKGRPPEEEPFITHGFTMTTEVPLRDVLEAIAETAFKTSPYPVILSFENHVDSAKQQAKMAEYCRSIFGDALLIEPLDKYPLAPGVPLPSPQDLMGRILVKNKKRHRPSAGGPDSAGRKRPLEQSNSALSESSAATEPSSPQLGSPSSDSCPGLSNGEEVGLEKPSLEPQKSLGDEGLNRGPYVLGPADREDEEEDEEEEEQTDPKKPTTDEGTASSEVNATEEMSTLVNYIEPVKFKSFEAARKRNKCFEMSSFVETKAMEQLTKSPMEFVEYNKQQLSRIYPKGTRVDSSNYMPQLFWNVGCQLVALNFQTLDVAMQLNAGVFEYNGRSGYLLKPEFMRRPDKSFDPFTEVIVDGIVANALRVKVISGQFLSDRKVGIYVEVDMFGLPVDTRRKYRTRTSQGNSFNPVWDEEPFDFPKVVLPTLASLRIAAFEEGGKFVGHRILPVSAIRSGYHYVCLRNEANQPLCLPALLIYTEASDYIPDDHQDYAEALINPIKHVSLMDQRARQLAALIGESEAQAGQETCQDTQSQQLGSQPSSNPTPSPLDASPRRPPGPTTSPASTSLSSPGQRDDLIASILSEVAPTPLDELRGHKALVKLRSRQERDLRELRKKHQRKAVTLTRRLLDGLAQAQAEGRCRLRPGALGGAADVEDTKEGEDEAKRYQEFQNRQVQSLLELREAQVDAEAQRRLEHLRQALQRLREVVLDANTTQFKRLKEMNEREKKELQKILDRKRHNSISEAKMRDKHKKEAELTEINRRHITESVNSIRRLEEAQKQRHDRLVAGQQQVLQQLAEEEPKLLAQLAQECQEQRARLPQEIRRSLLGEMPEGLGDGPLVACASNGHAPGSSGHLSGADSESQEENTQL
# Active calls of the source: *; i = inactive. Random draw from the library; any-hit rate near 3.6%.
SMILES,ADAM17 inh,TDP2 absorb,Tn6 DDE FP,ASAP1 GAP inh,SIAE inh,ADAM10 inh,PLC-gamma1 inh,DDE Tn7 FP inh,ARFGAP1 inh,PLC-beta3 inh
CC(O)CNc1nc2c(c(=O)n(Cc3cccc(Cl)c3)c(=O)n2C)n1C (stereo not drawn),1,10,4,6,1,7,2,0,18,-3
Cc1ccccc1CS(=O)(=O)CCC(=O)N1CCN(c2ccc(N3CCOCC3)nn2)CC1,-196,-9,8,-6,-9,i,-371,5,-8,i
Cc1ccc(-n2cccn2)c(CN2CCCC(C(=O)c3sccc3C)C2)c1 (stereo not drawn),-3,2,-6,-10,1,-2,-1,-6,0,-7
Cc1nn(C)c(C)c1NC(=O)CC12CC3CC(CC(C3)C1)C2,-3,2,4,9,3,6,-1,10,10,-2
CCn1c(=O)c(=O)[nH]c2cc(C(=O)NCc3ccc(F)cc3)ccc21,-9,-2,6,1,-17,-23,-14,-2,9,-31
COc1c(Cl)cc(-c2noc(C)c2C(=O)NCCc2ccc(C)cc2)cc1Cl,-1,3,1,4,-10,-8,0,-5,-3,0
Cc1ccc2ccccc2c1Cn1c(-n2ccnc2)nc2c1c(=O)n(C)c(=O)n2C,-3,0,5,6,2,-5,1,-7,0,1
O=C(/C=C/c1ccc(S(=O)(=O)N2CCOCC2)cc1)N1CCN(c2ccccc2)CC1,-2,9,-3,-7,4,-2,-1,6,-1,1
CO/N=C/CC(=O)c1ccc([N+](=O)[O-])c(CS(=O)(=O)c2ccc(Cl)cc2)c1,3,-1,-4,8,3,7,1,1,9,-1
CCCCN1C(=O)C(CC(=O)NCCc2ccccn2)CC(C(=O)N2CCOCC2)=C1C (stereo not drawn),-2,3,-3,-5,5,-8,1,-1,-3,-28
Cc1nc(-c2ccc3c(c2)OCO3)cs1,-1,4,6,-2,-2,-1,0,4,9,1
O=C1NC2(CCCCCC2)C(=O)N1Cc1ccc(F)cc1Cl,-4,-3,-2,-1,12,-4,-1,1,-14,-7
CCOC(=O)C1CCN(C(=O)CN2C(=O)c3ccccc3Sc3ncccc32)CC1,7,-4,-1,-8,-1,-11,-2,-1,7,1
COC(=O)C1=C(CN2CCCc3ccccc32)NC(=O)NC1c1ccc(F)cc1 (stereo not drawn),-19,-1,0,-4,-1,-41,-52,3,-6,-49
COC(=O)c1ccccc1NC(=O)Nc1ccc2c(c1)OCO2,-2,-3,-4,-6,1,-3,1,-2,-3,2
O=C(COC(=O)c1ccccn1)c1ccc([N+](=O)[O-])cc1,4,12,-7,9,4,-1,2,-3,-2,-3
CC(C)(C(=O)N1CCC1(C)C(=O)NS(=O)(=O)c1cccc(C#N)c1)c1ccccc1 (stereo not drawn),0,-11,6,-3,-3,-2,2,-2,-4,-8
Cc1ccc(S(=O)(=O)N(Cc2ccccc2)c2ccccc2C(=O)NCc2cccnc2)cc1,-1,5,2,7,-2,-3,0,4,0,4
CCOc1ccc(N(CC(=O)Nc2cc(C)cc(C)c2)S(C)(=O)=O)cc1,-2,5,-6,4,-2,0,-1,-1,0,-10
Clc1ccc(CSc2ncccn2)cc1,-3,-12,3,1,-6,2,4,2,9,-4
COc1ccc(NC(=S)NC23CC4CC(CC(C4)C2)C3)cc1OC,-7,12,1,-6,10,-1,-5,12,2,-7
Cc1cc(C(=O)CN2C(=O)C(=O)N(Cc3ccco3)C2=O)c(C)n1CCc1ccc(F)cc1,0,-12,-15,0,-10,-14,-3,2,-3,-19
NS(=O)(=O)c1ccc(NS(=O)(=O)c2cccs2)cc1,-1,-6,2,-9,-4,-2,-2,7,-6,0
Cn1c(CNC(=O)c2ccc(Cl)cc2)nnc1SCC(=O)Nc1sc2c(c1C#N)CCCC2,-3,1,11,-6,-3,-3,-2,7,-11,0
COc1ccc2c(CSc3nnc(-c4cccnc4)n3-c3ccccc3F)cc(=O)oc2c1,-3,0,12,-15,5,-17,-6,7,-9,-7

# Shown with each value named: entries from further up
CC(C)(C(=O)N1CCC1(C)C(=O)NS(=O)(=O)c1cccc(C#N)c1)c1ccccc1 (stereo not drawn)
  ADAM17 inh = 0
  TDP2 absorb = -11
  Tn6 DDE FP = 6
  ASAP1 GAP inh = -3
  SIAE inh = -3
  ADAM10 inh = -2
  PLC-gamma1 inh = 2
  DDE Tn7 FP inh = -2
  ARFGAP1 inh = -4
  PLC-beta3 inh = -8
COc1ccc2c(CSc3nnc(-c4cccnc4)n3-c3ccccc3F)cc(=O)oc2c1
  ADAM17 inh = -3
  TDP2 absorb = 0
  Tn6 DDE FP = 12
  ASAP1 GAP inh = -15
  SIAE inh = 5
  ADAM10 inh = -17
  PLC-gamma1 inh = -6
  DDE Tn7 FP inh = 7
  ARFGAP1 inh = -9
  PLC-beta3 inh = -7
Cn1c(CNC(=O)c2ccc(Cl)cc2)nnc1SCC(=O)Nc1sc2c(c1C#N)CCCC2
  ADAM17 inh = -3
  TDP2 absorb = 1
  Tn6 DDE FP = 11
  ASAP1 GAP inh = -6
  SIAE inh = -3
  ADAM10 inh = -3
  PLC-gamma1 inh = -2
  DDE Tn7 FP inh = 7
  ARFGAP1 inh = -11
  PLC-beta3 inh = 0
Cc1ccc(S(=O)(=O)N(Cc2ccccc2)c2ccccc2C(=O)NCc2cccnc2)cc1
  ADAM17 inh = -1
  TDP2 absorb = 5
  Tn6 DDE FP = 2
  ASAP1 GAP inh = 7
  SIAE inh = -2
  ADAM10 inh = -3
  PLC-gamma1 inh = 0
  DDE Tn7 FP inh = 4
  ARFGAP1 inh = 0
  PLC-beta3 inh = 4

# Next entries:
SMILES,ADAM17 inh,TDP2 absorb,Tn6 DDE FP,ASAP1 GAP inh,SIAE inh,ADAM10 inh,PLC-gamma1 inh,DDE Tn7 FP inh,ARFGAP1 inh,PLC-beta3 inh
COc1ccc(-c2csc(N(CCc3ccc(OC)c(OC)c3)C(=O)COc3ccccc3)n2)cc1,-4,-12,-6,2,-8,0,0,7,0,-3
O=C(Nc1ccccc1C(=O)O)c1ccc(NC(=O)C2CCCO2)cc1 (stereo not drawn),-1,5,3,-7,-14,-11,-3,-2,14,-10
CN(C)S(=O)(=O)c1ccc(Cl)c(NC(=O)CN2CCc3ccccc3C2)c1,-3,6,-14,-9,5,-1,0,8,-1,-4
Cc1ccc(NC(=O)c2cccc(S(=O)(=O)Nc3c(C)n(C)n(-c4ccccc4)c3=O)c2)cc1C,-1,1,1,-7,-7,5,-3,2,7,-2
O=C(Nc1cccc(S(=O)(=O)N2CCOCC2)c1)c1ccc2ccccc2n1,-4,-16,3,9,-7,-6,-2,0,-6,-14
OCC1CCCN1C(=S)Nc1ccccc1 (stereo not drawn),0,-8,-1,-5,-4,5,3,-13,2,2
CN1CCN(c2ccc3sc(-n4ccc5ccccc54)nc3c2)CC1,-2,0,2,17,14,-15,-5,-3,-10,-4
O=C(O)CSCC(=O)Nc1ccc(C2CCCCC2)cc1,-2,-7,4,-9,1,2,-1,0,-14,3
COc1ccc(CC(=O)OCC(=O)NC2CC2)cc1,-3,1,-6,-1,-3,2,1,3,-5,1
CNC(=O)c1c(C)noc1C,-2,8,3,-8,3,-2,-1,4,-4,3
CC12CN3CCN(CC(C3)/C1=N/N=C/c1cccc([N+](=O)[O-])c1)C2,1,3,2,-3,17*,2,1,-9,-3,-3
O=C(Oc1ccccc1/C=C\C(=O)c1cc2ccccc2o1)c1ccccc1,-11,-5,0,10,-18,-38,-1,-8,-10,-6
Cc1c(Br)c(C(=O)NNC(=O)c2ccc(C(C)(C)C)cc2)nn1C,1,-14,-2,-7,12,6,3,4,13,0
O=C(O)CSc1c2c(nc3cc(C(=O)Nc4ccc(F)c(Cl)c4)ccc13)CCCC2,-3,5,-2,9,2,-7,1,3,2,-4
COc1ccc(Nc2nc(NCc3ccco3)nc(N/N=C/c3ccccc3)n2)cc1,-2,-1,0,5,5,-5,1,-2,7,0
COc1ccc(S(=O)(=O)N2CCCCCC2)cc1NC(=O)CN1C(=O)NC(C)(c2ccccc2)C1=O (stereo not drawn),-5,12,0,1,4,4,2,-5,11,-9
CC(C)C(=O)Nc1ccc([N+](=O)[O-])cc1Br,2,7,7,-5,2,1,1,-5,-5,1
c1ccc(Oc2nc(Oc3ccccc3)nc(N3CCOCC3)n2)cc1,2,3,4,3,9,4,0,1,-6,-2

# Four entries from above in a different format.
# Each structure is followed by: ADAM17 inh, TDP2 absorb, Tn6 DDE FP, ASAP1 GAP inh, SIAE inh, ADAM10 inh, PLC-gamma1 inh, DDE Tn7 FP inh, ARFGAP1 inh, PLC-beta3 inh
> CN1CCN(c2ccc3sc(-n4ccc5ccccc54)nc3c2)CC1
 : -2, 0, 2, 17, 14, -15, -5, -3, -10, -4
> O=C(O)CSCC(=O)Nc1ccc(C2CCCCC2)cc1
 : -2, -7, 4, -9, 1, 2, -1, 0, -14, 3
> COc1ccc(CC(=O)OCC(=O)NC2CC2)cc1
 : -3, 1, -6, -1, -3, 2, 1, 3, -5, 1
> CNC(=O)c1c(C)noc1C
 : -2, 8, 3, -8, 3, -2, -1, 4, -4, 3

# Among those listed so far, three have a furan ring, fused or not:
SMILES,ADAM17 inh,TDP2 absorb,Tn6 DDE FP,ASAP1 GAP inh,SIAE inh,ADAM10 inh,PLC-gamma1 inh,DDE Tn7 FP inh,ARFGAP1 inh,PLC-beta3 inh
Cc1cc(C(=O)CN2C(=O)C(=O)N(Cc3ccco3)C2=O)c(C)n1CCc1ccc(F)cc1,0,-12,-15,0,-10,-14,-3,2,-3,-19
O=C(Oc1ccccc1/C=C\C(=O)c1cc2ccccc2o1)c1ccccc1,-11,-5,0,10,-18,-38,-1,-8,-10,-6
COc1ccc(Nc2nc(NCc3ccco3)nc(N/N=C/c3ccccc3)n2)cc1,-2,-1,0,5,5,-5,1,-2,7,0
